# Screening data (PubChem BioAssay)
# SUMO HTRF inh = inhibitors of human SUMOylation (UBC9). P63279. HTRF SUMOylation assay, SAE1/SAE2 + UBC9, in vitro. inhibition, % at 35 µM. 0.36% of 290,000 active. AID 2006; in the data active = inhibition above about 50%, passing the limit was not always enough; also: strong numbers were not always called active
# Target sequence (P63279 whole entry, looked up): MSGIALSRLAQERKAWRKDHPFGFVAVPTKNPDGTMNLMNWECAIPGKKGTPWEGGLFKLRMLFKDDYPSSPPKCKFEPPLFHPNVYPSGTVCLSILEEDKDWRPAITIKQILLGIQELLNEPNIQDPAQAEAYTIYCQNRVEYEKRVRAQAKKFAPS
# NS3 helicase inh = HCV NS3 helicase inhibition; 0.56% of 290,000 active; AID 1800; inhibition, % at 10.9 µM; NS3 helicase DNA unwinding, Cy5 molecular beacon fluorescence;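 active = inhibition above the mean of all tested compounds plus 3 SD, set per campaign, cut at about 35% in these data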;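 also: 0% = DMSO wells and 100% = thioflavine S control wells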
#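 System: HCV NS3 helicase fragment; control set: DMSO and thioflavine S; technique: Cy5 fluorescence at 0 and 60 min, beacon hairpin quenching; reagent: beacon DNA duplex substrate plus ATP; replicates: singlicate; schedule: 1 h reaction at 25 °C, ATP-initiated; medium: MOPS buffer pH 6.5 with MgCl2, DTT, Tween20, BSA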
# CRFBP-R2 agonist = agonists of human CRF-binding protein/CRF-R2 receptor complex. activation, % at 13.2 µM. HEK293 CRF-R2/CRF-BP, calcium dye fluorescence (FLIPR); percent of saturating CRF peptide response. AID 588473. 0.46% of 350,000 active;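 active = activation of at least 50%, plus an integration ratio under a set limit after plate pattern correction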;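 also: plate controls were neutral control wells without compound for no effect and CRF at EC100 for full effect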
# FID counter = fluorescent intercalator displacement, NS3 helicase counter-screen; 0.17% of 290,000 active; DNA fluorescent intercalator displacement, fluorescence; inhibition, % at 7.9 µM; in the data active = inhibition above about 37%;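 also: 0% = vehicle and 100% = reference compound; higher means more ethidium bromide displaced from hairpin DNA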
# CRFR2-BP antag = antagonists of CRF-binding protein/CRF-R2 receptor complex; 0.59% of 350,000 active; HEK293 CRF-R2/CRF-BP, CRF-induced calcium fluorescence; inhibition, % at 11.8 µM;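 active = inhibition of the ligand-induced calcium signal above about 50% at the single tested concentration, limit read from the data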
# MEKK2wt PB1 HTS = raises or lowers MEK5 binding to wildtype human MEKK2 PB1 domain; Q9Y2U5; bead flow cytometry, Alexa488-MEK5 binding to MEKK2 WT; actives lie on both sides; binding response (% of control), % at 10 µM; 1.1% of 290,000 active; AID 1531; in the data active = binding response below about 67% or above about 130%
# MEKK2 mut-MEK5 = signal of MEK5 binding to mutant human MEKK2 PB1 domain. 0.35% of 290,000 active. AID 1530. percent response, % at 10 µM. bead flow cytometry, Alexa488-MEK5 binding to MEKK2 mutant; in the data active = percent response above about 24%, passing the limit was not always enough; also: inactives centre near 1; some results filed as inactive read as strong as hits
# MEKK3 PB1 HTS = modulators (inhibitors or enhancers) of MEK5 binding to human MEKK3 PB1 domain; Q99759; bead-based flow cytometry, Alexa488-MEK5 binding to MEKK3; actives lie on both sides; 0 = blocked by unlabeled MEK5, 100 = vehicle; binding response (% of control), % at 10 µM; 1.4% of 290,000 active; AID 1529;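 active = binding response more than 3 SD above or below the average of its plate-row segment, actives on both sides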;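 also: Alexa488 bead fluorescence after subtracting the streptavidin-only scavenger bead signal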
# GalR3 antag = human GalR3 antagonism. 0.44% of 360,000 active. inhibition, % at 3 µM. AID 651719. O60755. HEK293 GalR3-CNG cAMP membrane potential fluorescence; galR3 body fused to GalR1 C-terminus;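 active = inhibition above the screen-wide average plus 3 SD, cut at about 13% in these data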;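 also: forskolin and galanin both at EC90 stimulate the cells; cAMP rise reported by CNG channel membrane potential dye signal; 0% = forskolin plus galanin with DMSO and 100% = forskolin alone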
# Target sequence (O60755 1-299 limits assumed): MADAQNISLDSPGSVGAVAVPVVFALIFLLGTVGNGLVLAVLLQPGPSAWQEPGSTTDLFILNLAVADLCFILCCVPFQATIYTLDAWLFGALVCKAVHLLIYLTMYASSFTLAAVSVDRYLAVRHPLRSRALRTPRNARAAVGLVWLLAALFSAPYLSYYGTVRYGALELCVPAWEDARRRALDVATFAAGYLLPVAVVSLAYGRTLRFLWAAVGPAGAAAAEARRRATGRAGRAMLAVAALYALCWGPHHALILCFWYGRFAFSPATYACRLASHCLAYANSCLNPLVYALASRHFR
# Active calls of the source: *; x = not tested or not shown. Not all compounds are listed, so the mix of outcomes need not match the whole.
molecule,SUMO HTRF inh,FID counter,MEKK2 mut-MEK5,CRFBP-R2 agonist,GalR3 antag,CRFR2-BP antag,NS3 helicase inh,MEKK3 PB1 HTS,MEKK2wt PB1 HTS
O=C(COc1ccc(C(=O)c2ccccc2)cc1)NCC1CCCCC1,-6,-8,-4,3.8,-8,-5,-5,84,88
CC(C)c1c(O)nc(SCC(=O)N2CCCCC2)[nH]c1=O,10,-3,7,-0.7,-13,-8,2,107,104
O=C(O)Cn1c(=O)c2c3c(sc2n(Cc2ccccc2)c1=O)CCCC3,-6,-27,6,-0.9,-2,1,7,107,107
CSc1ccc(CN2CCCCCC2)cc1,19,4,5,1.8,-8,-6,13,104,103
CC1=C(C)C(C)=C(C#N)C(=C(C#N)C#N)N1,2,4,0,0.7,-2,8,-9,102,98
NS(=O)(=O)c1ccc(NC(=S)NC(=O)c2cccc(Br)c2)cc1,-2,1,-3,0.3,-5,-83,13,103,98
COc1ccc([N+](=O)[O-])cc1NC(=O)c1ccccc1N(C)S(C)(=O)=O,2,-1,5,3.8,-5,1,-3,102,109
CC(=O)Nc1cccc2c1Cc1ccccc1-2,11,-2,4,-0.7,x,8,-1,107,114
COc1ccc(NC(=O)CSc2nnc(C)c3ccccc23)cc1,13,-23,2,-0.1,8,6,-1,98,96
O=[N+]([O-])c1cc(S(=O)(=O)Nc2ccccc2)ccc1NCc1cccnc1,-6,4,19,13,-5,-10,-3,107,103
COc1ccc(-c2cc(C(=O)n3cnc4ccccc43)c3ccccc3n2)cc1,40,-4,4,0.7,1,-5,-2,106,102
Cc1ccc(Cn2ccsc2=NC(=O)CCl)cc1,-4,-10,-12,-0.3,5,-8,-13,96,87
CNC(=O)c1cc(Nc2nnc(-c3ccc(C)c(S(N)(=O)=O)c3)c3ccccc23)ccc1OC,23,-26,-7,-1.5,-9,-1,3,97,97
COc1ccc(/C=C(/C#N)C(=O)Nc2cccnc2)cc1OC,2,-4,5,-1.4,5,-18,5,111,111
CCOC(=O)Cn1c(=O)sc2ccccc21,25,-7,-2,-2.1,-6,30,6,93,90
COC(=O)c1ccc2c(c1)N(Cc1ccccc1F)C(=O)c1ccccc1S2=O (stereo not drawn),1,0,3,-0.9,-3,8,-8,100,104
COc1cc(C2C(C#N)=C(N)N(c3ccc(F)cc3)C3=C2S(=O)(=O)CC3)ccc1O (stereo not drawn),9,-2,-7,4.2,3,15,15,100,95
CCc1nc(SCc2ccc(OC)c(Br)c2)n[nH]1,-4,-9,6,4.7,7,-14,6,105,104
Cc1cc(C)c(OCC(=O)Nc2cc(C(=O)O)cc(C(=O)O)c2)cc1C,45,-1,-10,0.0,-4,-2,-19,96,92
CCN(CC)C(=O)c1sc(NC(=O)c2cccc([N+](=O)[O-])c2)c(C#N)c1C,-6,-7,1,11,-4,21,3,101,100
COc1ccc(CCCc2nnc(SCC(=O)Nc3ccccc3F)o2)cc1,5,-17,-6,-2.9,0,-13,-3,100,90
O=C(NCc1ccccn1)c1ccc(OC2CCN(Cc3ccc(F)cc3F)CC2)cc1,16,-4,2,-2.5,-8,6,-2,101,105
O=C(CCCn1c(=S)[nH]c2cc3c(cc2c1=O)OCO3)N1CCc2ccccc2C1,19,-5,-1,1.3,-3,14,-2,99,96
O=C(Nc1ccccc1NC(=O)c1ccco1)c1ccccc1,3,-5,5,-1.6,-8,12,4,104,101
Cc1ccccc1NC(=S)NCc1ccc(F)cc1,-1,-9,9,-1.1,-5,10,3,107,111
O=C(CSc1nc2ccccc2s1)N1CCCCC1,16,-12,2,-0.5,-2,-6,7,102,96
CC(=O)C1C(c2cccc(F)c2)NC(=O)NC1(O)C(F)(F)F (stereo not drawn),12,-1,x,2.0,-4,14,0,x,x
CSc1ccc(CNC(=O)Cc2ccc(NC(=O)C3=C(C)OCCS3)cc2)cc1,12,-29,1,-2.5,3,-2,4,102,101
CCC(C(=O)O)N1C(=O)c2ccccc2C1=O (stereo not drawn),5,2,-3,-0.7,-1,3,0,97,92
CCN(CC)CCN(C(=O)c1ccc(C(=O)c2ccccc2)cc1)c1nc2cc3c(cc2s1)OCO3,0,8,31*,-0.5,-3,6,-35,110,157*
CCN(CC)S(=O)(=O)c1cc(F)ccc1OC,9,3,1,-0.3,-3,26,4,113,101
Cc1ccc(S(=O)(=O)N2CCN(c3ncccn3)CC2)cc1C,x,-28,2,10,-6,13,14,105,106
N=C(N)c1ccc(Cl)cc1,5,-2,-6,-1.1,-2,-11,4,101,98
CCCc1cc(=O)oc2cc(C)cc(OCC(=O)NCCCN3CCCC3=O)c12,27,-32,4,-0.5,0,0,4,102,100
O=C(c1ccccc1C(=O)N(c1ccccc1)c1ccccc1)N1CCCCC1,11,-41,1,0.5,0,5,9,100,99
Cc1sc2ncn(CC(=O)NCCCC(=O)N3CCC(C(N)=O)CC3)c(=O)c2c1C,-2,-2,-6,-1.0,-9,4,13,90,88
CCO[C@H]1OC(C(=O)N2CCN(Cc3ccc4c(c3)OCO4)CC2)=C[C@@H](c2ccc(Br)cc2)[C@@H]1CCCO,-15,-21,1,-1.3,-6,-1,-29,88,87
O=C(COc1cccnc1[N+](=O)[O-])Nc1ccc(Cl)c(S(=O)(=O)N2CCOCC2)c1,-7,6,-9,3.2,5,-7,-7,93,95
COc1ccc(OC)c(C(O)c2coc3ccc(O)c(CN(C)C)c23)c1 (stereo not drawn),-9,4,-3,-2.5,-6,-1,-14,91,96
Cc1cccc2c1-c1sc(C(=O)Nc3cccnc3)cc1CO2,5,-16,-1,0.2,-11,-24,-2,99,94
O=C(NCC1CCCO1)c1ccccc1S(=O)(=O)c1ccc([N+](=O)[O-])cc1 (stereo not drawn),-6,0,-1,-0.2,-7,7,-8,106,101
CC(NC(=O)Cn1cc(C(F)(F)F)cc(Cl)c1=O)c1ccccc1 (stereo not drawn),10,-4,2,-1.1,-7,11,1,104,101
COc1cccc(/C=N/NC(=O)CCc2ccccc2)c1,12,-5,5,-0.8,-8,3,3,103,101
Nc1nc(SCC(=O)Nc2ccc(Cl)cc2)[nH]c(=O)c1-c1ccccc1,14,-9,-2,0.1,-8,-3,-11,101,95
O=C(Nc1ccccc1F)N1CCc2ccccc2C1,0,-6,1,1.4,-3,-1,2,102,103
CC(=O)NCCc1cnc[nH]1,0,-3,1,-0.9,-8,5,-7,100,104
COc1ccc(CCNC(=O)/C=C/C(=O)O)cc1OC,18,8,-1,-0.3,-7,9,1,118,104
COc1ccccc1NC(=O)Cc1noc(CSc2cc(C)c3ccccc3n2)n1,-17,-26,-4,1.6,-3,11,-17,96,98
Cc1ccc(C)n1-c1ccc(N2CCOCC2)c(Br)c1,-4,-7,4,-2.1,-2,12,-5,103,104
O=C(CSc1nc2ccccc2c(=O)n1CCC(=O)N1CCN(c2ccccc2)CC1)NCC1CCCO1 (stereo not drawn),14,-35,-8,-0.5,1,-15,-8,100,88

# The list goes on:
molecule,SUMO HTRF inh,FID counter,MEKK2 mut-MEK5,CRFBP-R2 agonist,GalR3 antag,CRFR2-BP antag,NS3 helicase inh,MEKK3 PB1 HTS,MEKK2wt PB1 HTS
COc1ccc(C(=O)Cc2ccc(F)cc2)c(OC)c1,8,-3,-2,-1.3,-4,35,-2,98,95
COc1ccc(NC(=O)NN2CCOCC2)cc1OC,13,-2,0,-0.8,-4,3,-3,117,107
COC(=O)CSCC(=O)Nc1nnc(-c2ccccc2C)s1,7,-17,-3,-1.2,-2,0,14,109,102
CCCN(Cc1ccccc1)C(=S)Nc1ccc(SC(F)F)cc1,-18,-11,-2,7.3,-2,-6,1,115,112
Cc1cc(C)cc(N(CCC(=O)O)S(=O)(=O)c2ccc(Cl)cc2)c1,5,-33,13,-2.1,-4,4,20,102,114
CCOc1cc(/C=C2\COc3ccccc3C2=O)ccc1OCC(=O)N(C)C,2,-40,-4,-0.3,-9,16,-11,102,103
COc1cc(/C=C/C(=O)NCC(=O)N2CCC(N(C)CCN3CCOCC3)CC2)ccc1OC(C)C,10,5,-4,-1.3,-5,13,-6,102,104
CC[C@H](C)[C@H](NC(N)=O)C(=O)Nc1ccc(OC)c(Cl)c1,24,4,-5,-1.0,0,-5,2,95,89
COc1cccc(CNCc2cccnc2)c1OCc1ccccc1,3,18,-5,-2.9,-7,19,10,105,97
Cc1cc(C)cc(C(=O)Nc2ccc(N3CCN(C(=O)c4ccco4)CC3)cc2)c1,6,-46,-2,-2.0,-1,1,-6,95,92
COc1ccccc1NS(=O)(=O)c1ccc2c(c1)N(C(C)=O)CC(C)S2 (stereo not drawn),13,-35,2,0.2,-9,3,-1,102,101
CN(C)c1cc[n+](CC(=O)Nc2c(Cl)cc(Cl)cc2Cl)cc1,8,7,-13,-0.3,-1,11,-5,99,85
Cc1ccc(-c2nc(-c3ccccn3)no2)cc1Cl,4,-12,x,1.5,-4,16,-7,x,x
CCOC(=O)CCc1c(C)c2c(C)nn(-c3ccccc3)c2[nH]c1=O,16,-12,2,-2.1,-1,16,4,104,111
Cc1ccc(-n2c(Cc3cccs3)nnc2SCC(=O)Nc2ccc(S(N)(=O)=O)cc2)cc1,-9,-23,2,-2.0,0,0,-15,101,102
COc1ccc(C2Nc3ccccc3C(=O)N2O)cc1CN1CCOCC1 (stereo not drawn),3,-3,0,-2.2,-2,7,3,110,99
CCc1nnc(NC(=O)c2ccc(-c3ccc(F)cc3)o2)s1,16,-16,-8,1.3,5,-15,-8,107,97
O=C(Nc1ccc(F)cc1)c1nsc(Cl)c1Cl,19,-3,4,-0.5,1,7,-1,102,104
Cc1ccc(C(C(=O)NC(C)(C)C)N(Cc2cccnc2)C(=O)C(=O)NC2CCCCC2)o1 (stereo not drawn),27,-25,-3,0.4,-6,0,4,96,97
CC(NS(=O)(=O)c1ccc(Cl)cc1)C(=O)NCCC1=CCCCC1 (stereo not drawn),11,-14,7,-6.5,-4,6,-6,101,100
Brc1ccc(-c2nnc(-c3ccccc3)c(N3CCSCC3)n2)cc1,-12,-4,-4,-0.4,-6,23,3,102,94
CCCc1cc(C(=O)N/N=C/c2cccn2C)cs1,13,-15,7,-6.8,-3,-4,7,106,110
CC(C)N1C(=O)CCC1C(=O)NC1CCCC1 (stereo not drawn),22,-6,-9,0.6,-5,4,0,91,91
Cc1ccccc1NCc1ccc(O)c2ncccc12,-24,-1,4,-4.5,1,4,7,73,88

# Record cards, from the list above:
# Entry for CCCc1cc(=O)oc2cc(C)cc(OCC(=O)NCCCN3CCCC3=O)c12 : SUMO HTRF inh: 27; FID counter: -32; MEKK2 mut-MEK5: 4; CRFBP-R2 agonist: -0.5; GalR3 antag: 0; CRFR2-BP antag: 0; NS3 helicase inh: 4; MEKK3 PB1 HTS: 102; MEKK2wt PB1 HTS: 100
# Entry for CC(C)N1C(=O)CCC1C(=O)NC1CCCC1 (stereo not drawn) : SUMO HTRF inh: 22; FID counter: -6; MEKK2 mut-MEK5: -9; CRFBP-R2 agonist: 0.6; GalR3 antag: -5; CRFR2-BP antag: 4; NS3 helicase inh: 0; MEKK3 PB1 HTS: 91; MEKK2wt PB1 HTS: 91
